Screening data (PubChem BioAssay)
Glyco luc inh: N-linked glycosylation inhibition; D54 ERlucT glycosylation luciferase reporter, 24 h; percent of 100 nM tunicamycin response; reporter increase, % at 12.5 µM; 0.23% of 360,000 active;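 active means mean luciferase reporter signal, scaled so untreated is 0 and the glycosylation-blocking control 100, at or above a set limit in every replicate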;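 further: luciferase carries N-glycosylation sites so blocking glycosylation raises the light; 0% = median of neutral control wells and 100% = median of 100 nM tunicamycin wells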
MC4R antagonist: blocks human MC4R cAMP signaling | P32245 | MC4R-expressing cells, MTII-stimulated cAMP, LANCE TR-FRET | inhibition, % at 6.5 µM | 0.48% of 360,000 active | AID 540295;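 active means inhibition above its plate's cutoff, the mean of tested wells on that plate plus 3 SD, cut at about 29% in these data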;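 further: 0% = Melanotan II alone and 100% = Melanotan II plus saturating MCL0020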
Target sequence (P32245 whole entry, looked up): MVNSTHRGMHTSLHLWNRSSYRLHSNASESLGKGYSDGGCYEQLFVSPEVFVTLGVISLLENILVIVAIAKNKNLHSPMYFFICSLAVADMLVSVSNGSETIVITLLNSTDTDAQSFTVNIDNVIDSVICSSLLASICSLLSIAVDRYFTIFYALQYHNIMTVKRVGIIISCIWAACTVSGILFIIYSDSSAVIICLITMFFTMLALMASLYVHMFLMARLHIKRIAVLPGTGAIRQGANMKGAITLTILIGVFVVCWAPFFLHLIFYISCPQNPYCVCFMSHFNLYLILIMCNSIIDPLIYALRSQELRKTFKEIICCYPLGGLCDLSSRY
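system = U2OS cells with stable human MC4R expression | also added = Melanotan II challenge after compound preincubation | dosing = one concentration, 6.5 µM nominal | incubation = compound 30 min, challenge 1 h, detection 1 h | measured by = TR-FRET with Eu-cAMP and labeled anti-cAMP, 671 nm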
Vif inh: inhibitors of HIV Vif. HEK293T cells, Vif self-association by quenched fluorescence, imaging, 24 h. inhibition, % at 7.49 µM. 0.35% of 340,000 active. AID 602346; in the data active means inhibition above about 50%, passing the limit was not always enough; further: some results filed as inactive read as strong as hits
PDI turbidity: inhibitors of human protein disulfide isomerase; AID 588391; 0.052% of 350,000 active; P07237; PDI insulin aggregation turbidity, A650, 90 min; inhibition, % at 10 µM;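 active means mean inhibition across replicates of 30% or more, whatever share of single replicates reach that level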;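 further: absorbance from insulin aggregation driven by PDI reduction with DTT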
MC4R barr agon: human MC4R agonism via beta-arrestin. P32245. U2OS MC4R beta-arrestin complementation, luminescence; percent of melanotan II response, DMSO zero. activation, % at 8.9 µM. 0.98% of 360,000 active. AID 540308;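 active means activation above a per-plate cutoff, the mean activation of sample wells on that plate plus 3 SD, cut at about 8% in these data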
ABCB6 inh MLPCN: blocks the human ABCB6 transporter | K562-ABCB6 porphyrin accumulation, flow cytometry, 1 h; stronger effect = lower value | AID 602162 | fluorescence ratio to DMSO, % at 10 µM | Q9NP58 | 0.19% of 360,000 active;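 active means fluorescence ratio to DMSO below 75%, the collection mean minus 3 SD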;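 further: signal is porphyrin accumulated inside mitochondria; 100% equals median channel fluorescence of DMSO control wells; lower ratio means ABCB6 inhibition with less porphyrin fluorescence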
aDG glyco act: increases alpha dystroglycan glycosylation; activation, % at 10 µM; 0.22% of 360,000 active; Pro5-aDG cells, alpha-DG glycosylation AlphaScreen (IIH6); 0% Pro5, 100% B10-LARGE cell signal;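 active means activation of at least 8% versus controls, or a plate z-score of at least 8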;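 further: Pro5 are CHO cells carrying HIG-tagged alpha-DG that lacks glycosylation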
CaV13 FRET inh: Disruptors of the CACNA1D IQ motif to Ca2+-dependent inactivation inhibitor domain association, primary screening, Förster resonance energy transfer in intact living …; HEK cells, CFP/YFP FRET ICDI-IQ, plate reader, 10 min; percent FRET-ratio fall versus neutral wells; 0.098% of 340,000 active; AID 743397; inhibition, % at 12.3 µM;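 active means mean replicate inhibition of at least 30% and at least 1% of replicates passing that level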;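 further: 0% = median of the neutral control wells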
m5-HT2A agonist: mouse HTR2A agonism via beta-arrestin recruitment. 0.66% of 360,000 active. CHO-K1 mHTR2A beta-arrestin complementation, luminescence; percent of 30 µM serotonin response. activation, % at 7.6 µM;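 active means activation above a run cutoff, the mean activation of all tested compounds plus 3 SD, cut at about 14% in these data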;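 further: 0% = plate median of compound wells and 100% = 30 µM serotonin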
Target sequence (P35363 whole entry, looked up): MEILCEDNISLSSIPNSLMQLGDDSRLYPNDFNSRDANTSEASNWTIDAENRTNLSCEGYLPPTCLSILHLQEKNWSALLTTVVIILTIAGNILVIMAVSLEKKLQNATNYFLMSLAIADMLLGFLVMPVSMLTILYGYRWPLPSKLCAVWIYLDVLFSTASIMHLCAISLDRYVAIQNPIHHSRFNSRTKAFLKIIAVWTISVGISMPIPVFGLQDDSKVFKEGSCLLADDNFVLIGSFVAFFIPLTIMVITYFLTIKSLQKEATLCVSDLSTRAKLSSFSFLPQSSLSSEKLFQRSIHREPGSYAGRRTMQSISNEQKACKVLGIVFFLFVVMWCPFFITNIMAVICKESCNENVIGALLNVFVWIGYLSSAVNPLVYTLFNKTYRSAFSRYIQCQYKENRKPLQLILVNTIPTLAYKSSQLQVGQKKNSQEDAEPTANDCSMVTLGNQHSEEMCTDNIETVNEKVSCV
H9c2 protect: modulators protecting cardiomyocytes from myocardial damage; H9c2 cardiomyocytes, H2O2 injury protection, ATPLite, 2 h; 0.63% of 360,000 active; protection from H2O2 cell death, % at 20 µM;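 active means compounds giving at least 50% protection of heart cells from peroxide-induced death in the single-dose screen, raw or plate-pattern-corrected value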;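 further: 0% = DMSO wells with peroxide and 100% = DMSO wells without peroxide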
Numbers without * were called inactive; i = inactive; / = not tested or not shown.

canonical_smiles,MC4R antagonist,ABCB6 inh MLPCN,MC4R barr agon,m5-HT2A agonist,aDG glyco act,CaV13 FRET inh,PDI turbidity,H9c2 protect,Glyco luc inh,Vif inh
NS(=O)(=O)c1ccc(NC(=O)CN2CCCCC2)cc1,4,99,-1.2,5,0.0,-4,5,-2,-1,4
NC(=O)c1sc2nc(-c3cccs3)ccc2c1N,8,115,-1.1,2,-0.1,-44,-10,13,4,-9
OC(CN1CCN(c2cccc(Cl)c2)CC1)C(c1ccccc1)c1ccccc1 (stereo unspecified),6,97,0.3,-3,2.9,-5,2,-20,-5,25
CCCCc1ccc(NC(=S)N2CCCC(CO)C2)cc1 (stereo unspecified),5,98,-0.3,1,0.1,-14,6,-15,-3,-6
O=C(CCSc1ccc(Br)cc1)c1ccc(O)cc1,-4,97,-0.4,-2,0.3,-18,1,-12,0,-11
COc1cc(C)c(C)cc1S(=O)(=O)N1CCN(Cc2ccccc2)CC1,-3,95,-0.7,-2,0.0,-9,0,-6,-1,15
Cn1nnnc1SCc1cc(=O)n2ccsc2n1,5,106,-0.8,-2,-0.1,/,-2,7,1,-4
CCc1onc(C)c1C(=O)Nc1ccc(N2CCOCC2)cc1,-2,97,-2.2,-3,0.5,-15,5,-2,4,6
O=C(COc1ccc(/C=N/NC(=O)c2ccncc2)cc1)Nc1ccc([N+](=O)[O-])cc1,0,98,0.6,10,-0.1,-5,-11,-1,1,13
Cc1c(C(=O)c2ccc3c(c2)OCO3)ccc2c1OCO2,7,92,0.1,-3,0.3,-5,-50,1,1,1
COc1ccc(CCNC(=O)Cn2nnc(-c3cccc(OC)c3OC)n2)cc1OC,6,103,-1.3,-1,0.1,-3,0,4,4,6
CCN(CC)c1ccc(NC(=O)Cn2c(C(C)NC(=O)c3ccccc3)nc3ccccc32)cc1 (stereo unspecified),5,99,-0.8,3,-0.2,-15,0,-10,-10,0
Cn1c(=O)n(C)c2cc(NC(=O)COc3ccc(F)cc3F)ccc21,0,92,-0.7,0,0.1,-3,8,-2,7,-3
CCCCNC(=O)C1(C)CCCCN1C(=O)c1cncc(Br)c1 (stereo unspecified),14,102,1.0,-2,0.4,-8,-6,6,2,20
Cn1nc(-c2ccccc2)cc1NC(=O)[C@@H]1O[C@H](CO)[C@H](O)[C@H](O)[C@H]1O,0,100,-0.5,1,0.6,-10,-4,-10,2,/
CN1CCN(S(=O)(=O)c2cccc(C(=O)Nc3nc(-c4ccccc4)cs3)c2)CC1,11,100,-2.2,-4,-0.1,-6,-7,0,11,-7
NC(=O)C1CCN(C(=O)COc2ccc(S(=O)(=O)NCc3ccccc3)cc2Cl)CC1,10,98,1.4,-2,-0.2,-5,8,7,3,-7
Cc1ccc(F)c([C@H]2C3C=CCC(c4ccccc4)C3C(=O)N2Cc2ccccc2)c1 (stereo partly specified),10,102,1.0,-6,-0.3,-4,3,-12,0,-4
CCOc1ccc(C2c3c(oc4ccccc4c3=O)C(=O)N2c2ccc(C)cn2)cc1OC (stereo unspecified),10,99,-0.6,4,-0.3,-2,/,16,1,12
Cc1ccc(NC(=O)c2sc(N)nc2-c2ccccc2)cc1C,2,103,-0.5,-6,-0.3,13,7,4,-2,-1
O=C(COC(=O)c1cc[n+]([O-])cc1)Nc1ccc([N+](=O)[O-])cc1C(F)(F)F,-2,96,-0.8,-4,-0.2,-3,-2,-12,0,6
COc1cc(CCc2ccccc2)c(C(=O)O)c(O)c1C/C=C(/C)CCC=C(C)C,5,102,4.8,3,-0.2,-5,3,-18,1,-7
Cc1cc(/C=C2/C(=N)N3C(c4ccccc4)=CSC3=NC2=O)c(C)n1-c1ccc(Cl)cc1,-6,98,1.6,2,-0.2,-17,1,1,0,3
FC(F)Oc1ccc(NC(=S)NCC2COc3ccccc3O2)cc1 (stereo unspecified),5,105,-0.1,-3,0.2,-4,2,-8,0,0
CCOc1ccc2nc(SCCNS(=O)(=O)c3ccccc3)sc2c1,-1,99,4.6,-2,0.1,-5,3,-12,-7,-8
O=C(NCc1nnc(SCC(=O)N2CCCC2)o1)c1ccccc1F,9,94,-0.4,3,0.0,-5,-3,2,2,-5
COc1ccccc1NC(=O)C1(C)Cc2ccccc2C(=O)O1 (stereo unspecified),9,96,-0.4,-3,-0.1,-5,/,-1,2,2
Cc1cc(C(=O)NCc2cccs2)n(-c2ccccc2)n1,10,95,-0.4,2,-0.1,-2,/,-13,0,15
CC(=O)N1CCc2cc(S(=O)(=O)NC3CCCCC3)ccc21,13,97,-0.7,9,0.2,-3,-7,-10,1,6
O=C(NC1(C(=O)NC2CCCCC2)CCCCC1)c1ccc2c(c1)OCO2,-4,94,0.6,1,-0.2,-4,11,8,2,8
COc1ccc(-c2ccc([C@H]3[C@@H]4C=CCC[C@@]4(C)C(=O)N3Cc3ccccc3)c(F)c2)cc1OC,6,98,0.3,-5,0.3,-5,0,-11,-5,-10
CCOc1cc(S(=O)(=O)N(CC)CC)ccc1Br,-4,103,0.5,-4,0.7,-2,-4,-12,-4,-6
COCc1c(C(=O)N/N=C(/C)c2cccs2)nnn1-c1nonc1N,28,101,0.6,4,-0.1,-2,12,-4,4,3
O=C(Cc1cccc2ccccc12)NC(=S)Nc1cccc(C(=O)O)c1,-2,97,-1.1,1,-0.2,-2,2,2,1,0
CCCCN1C(=O)C(=O)N(CC(=O)Nc2sc(C)c(C)c2C(=O)OC)C1=O,9,100,2.0,3,-0.1,-2,-19,-2,2,-3
CC(C)CC(OC(=O)c1ccco1)C(=O)NCC1CCCO1 (stereo unspecified),10,100,0.1,4,0.0,-5,1,5,2,-2
Fc1ccc2nc(Nc3nc4c(F)cc(F)cc4s3)sc2c1,7,91,-2.6,-2,0.2,-1,11,-16,-4,-1
COc1cccc(CC2(CO)CCN(Cc3cccn3-c3cccnc3)CC2)c1,-3,107,-3.0,0,-0.1,-4,9,-5,1,-4
CCOc1cccc(C(=O)Nc2ccc(NC(=O)c3cc4ccccc4o3)c(OC)c2)c1,2,97,12*,1,-0.2,-20,8,-10,7,71*
CC(C)Oc1cccc(-c2nnc(SCC(=O)Nc3ccc4c(c3)OCCO4)n2N)c1,4,99,-2.2,-2,0.0,-4,3,0,0,-16
COc1ccc(C2C(C(=O)c3ccccc3)=C(C)Nc3nc4ccccc4n32)c(OC)c1 (stereo unspecified),15,101,2.4,2,-0.1,-6,-11,13,-2,2
CC(C)[C@H](NC(=O)N1CCn2c1nc1ccccc12)C(=O)N[C@H](C(=O)O)c1ccccc1,0,98,-1.8,0,0.1,/,/,4,-2,-10
Cc1ccc(CNC(=O)CC[C@H]2O[C@@H](n3cc(C)c(=O)[nH]c3=O)C[C@@H]2O)o1,/,97,/,0,0.2,-4,/,2,3,-2
O=C(COc1ccccc1)N(Cc1ccccc1)c1nc(-c2ccccc2)cs1,11,101,21*,-2,-0.1,-7,1,-9,-2,-14
COc1ccc(NC(=O)CCc2ccccc2)cc1S(=O)(=O)N1CCCCC1,-2,95,-1.4,0,-0.1,-18,12,0,1,6

Compound profiles, from the list above. Order of values: MC4R antagonist, ABCB6 inh MLPCN, MC4R barr agon, m5-HT2A agonist, aDG glyco act, CaV13 FRET inh, PDI turbidity, H9c2 protect, Glyco luc inh, Vif inh
CC(C)Oc1cccc(-c2nnc(SCC(=O)Nc3ccc4c(c3)OCCO4)n2N)c1 is entered as 4, 99, -2.2, -2, 0.0, -4, 3, 0, 0, -16
O=C(COc1ccccc1)N(Cc1ccccc1)c1nc(-c2ccccc2)cs1 is entered as 11, 101, 21*, -2, -0.1, -7, 1, -9, -2, -14

Continuation.
canonical_smiles,MC4R antagonist,ABCB6 inh MLPCN,MC4R barr agon,m5-HT2A agonist,aDG glyco act,CaV13 FRET inh,PDI turbidity,H9c2 protect,Glyco luc inh,Vif inh
O=C(CSc1nnc(NC(=O)c2cccc(Cl)c2)s1)NCC1CCCO1 (stereo unspecified),7,94,-2.8,4,0.1,/,3,-7,2,-3
COc1ccc(C(=O)Nc2ccc3[nH]ncc3c2)cc1OC,1,101,-0.2,3,-0.1,-9,11,1,2,2
O=C(CSc1nc(=O)n2ccccc2n1)N1CCCc2ccccc21,13,96,-1.2,0,-0.1,-13,-1,-9,0,0
CC1CCCCN1C(=O)CN1CCC(c2nc3ccc(Cl)cc3[nH]2)CC1 (stereo unspecified),23,97,-4.0,0,0.0,-6,-3,2,5,4
CCCn1c(-c2ccc(F)cc2)n[nH]c1=S,7,90,-1.4,2,0.0,-5,-12,1,0,7
CC1=C(CCN2CCN(C3CCCC3)C(CCO)C2)C(C)(C)CCC1 (stereo unspecified),8,93,-1.8,-6,0.2,-1,-3,5,-2,-2
COc1ccc2sc(-c3ccc(N(C)C)cc3)c(C#CCO)c2c1,14,109,0.8,0,2.5,-8,-9,-21,10,-3
COc1ccc(OC)c(CNc2ccc([N+](=O)[O-])cc2C)c1,-6,97,4.9,-8,0.1,-6,-6,-6,2,-10
C=C1CCN([C@@H](Cc2ccccc2)C(=O)NCc2ccc(Cl)c(Cl)c2)S(=O)(=O)c2ccccc21,1,101,0.6,-3,0.3,-12,-2,-6,-8,1
COc1ccccc1-n1nnnc1SCC(=O)N1CCCC1=O,-1,96,0.4,3,-0.5,-9,5,6,1,-4
O=C(CCN1C(=O)/C(=C/c2ccccc2F)SC1=S)NCCCN1CCOCC1,-6,98,2.3,2,0.1,-6,0,-10,5,12
COc1cccc(NC(=O)C(Sc2nnc(-c3ccncc3)n2-c2ccc(Cl)cc2)c2ccccc2)c1 (stereo unspecified),16,102,-1.1,1,1.0,-5,-3,-3,10,1
COC(=O)c1sccc1NC(=O)Nc1cc(C)ccc1C,11,107,-2.9,2,0.0,8,4,7,0,-6
Cc1cccc(CC2(O)C(=O)Nc3ccccc32)n1 (stereo unspecified),3,i,0.5,5,0.9,-6,16,4,1,-1
Cn1c(N)c(C(=O)CN2CCc3ccccc3C2)c(=O)n(C)c1=O,5,104,-1.7,2,0.3,-4,0,19,-2,8
C[C@H]1CN([C@@H](C)CO)S(=O)(=O)c2ccc(C#Cc3ccccn3)cc2O[C@H]1CN(C)Cc1ccc(F)cc1,-4,91,-1.6,1,0.3,-5,0,13,-2,-4
Cc1cc(C)c(N=Cc2c(O)n(-c3nccs3)c(=O)c3ccccc23)c(C)c1,11,98,-0.7,2,-0.2,-4,0,1,-5,-2
COc1cccc(C(=O)C2CCCN(Cc3cccn3-c3ccccn3)C2)c1 (stereo unspecified),-3,102,0.5,3,-0.2,-5,3,-7,3,10
CC1(C)OC2C(CO)OC(n3cnc4c(=S)nc[nH]c43)C2O1 (stereo unspecified),0,96,-1.3,-2,0.0,2,-1,-1,14,-3
CCc1nn(CC(=O)NCCCN(C)C2CCCCC2)c(=O)c2cc3occc3n12,2,99,-1.1,-5,-0.3,/,-6,0,1,3
